Screening results: PubChem, Broad Institute
PfHsp90 yeast 2 – reduces growth (ATP signal) of yeast expressing P. falciparum Hsp90; S. cerevisiae expressing PfHsp90, BacTiter-Glo ATP, 48 h; yeast lacking PDR1 and PDR3 efflux regulators; inhibition, % at 9.4 µM; 0.32% of 310,000 active; AID 504621;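 active means every replicate shows inhibition above about 80%, whatever the replicate mean, limit read from the data; inconclusive means mean inhibition reaches the set limit but some replicate falls short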;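 further: 0% = DMSO neutral controls and 100% = 20 µM radicicol positive controls; yeast relying on Plasmodium falciparum Hsp90 in place of its own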
MITF act – increases MITF-driven TRPM1 promoter luciferase signal; SK-MEL-5 TRPM1-promoter luciferase, 24 h; % of positive control, neutral wells = 0; activation, % at 12.5 µM; 0.75% of 300,000 active; AID 588334;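 active means mean activation of at least 80% with every replicate also reaching 80%; inconclusive means mean reaches 80% but some replicate falls short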;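 further: 0% = neutral control wells and 100% = parthenolide positive control wells; values of inactives mirror those of a sister screen read the other way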
PvdQ inh – P. aeruginosa PvdQ acylase inhibition; purified PvdQ acylase, fluorescence plate reader; inhibition, % at 10 µM; 0.063% of 340,000 active; in the data active means inhibition above about 30%, passing the limit was not always enough; inconclusive means no clear call, values can overlap the other calls;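 further: 0% = vehicle neutral wells and 100% = reference inhibitor wells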
SR-BI uptake up – enhances SR-BI lipid uptake from DiI-HDL; 0.096% of 320,000 active; AID 504775; CHO ldlA[mSR-BI] cells, DiI-HDL uptake fluorescence, 3 h; 100 = double the neutral-control signal; activation, % at 12.5 µM;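 active means mean replicate activation of at least 60% and every replicate at or above 60%; inconclusive means mean or all-replicate condition met, but not both; inactive means mean below 60% and not all replicates reaching 60%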;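 further: 0% = median plate neutral-control signal and 100% = twice that signal; values of inactives mirror those of a sister screen read the other way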
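Assay system: CHO ldlA[mSR-BI] cells, LDL receptor-null, SR-BI overexpressing; medium: Ham's F12 with 0.5% BSA, HEPES 25 mM, pH 7.4; also added: DiI-HDL 10 µg/mL; timing: 3 h uptake period with compound, 37 °C; signal: DiI fluorescence, bottom read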
NSD2 inh – NSD2 (human) methyltransferase inhibition | O96028 | NSD2 peptide methylation, AlphaScreen, 120 min | inhibition, % at 12.5 µM | 0.54% of 310,000 active | AID 743445; in the data active means inhibition above about 50%
dFosB activator – enhances mouse delta FosB homodimer DNA binding | P13346 | purified delta FosB, TAMRA-CDK5 oligo fluorescence polarization; percent of positive-control signal above neutral wells | activation, % at 25 µM | 0.99% of 340,000 active | AID 493131;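 active means mean activation above about 17%, with every replicate also reaching it, limit read from the data, passing the limit was not always enough; inconclusive means only one of the two conditions met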;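 further: fluorescence polarization rise as delta FosB binds a TAMRA Cdk5 AP-1 oligo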
Target sequence (P13346 whole entry, looked up): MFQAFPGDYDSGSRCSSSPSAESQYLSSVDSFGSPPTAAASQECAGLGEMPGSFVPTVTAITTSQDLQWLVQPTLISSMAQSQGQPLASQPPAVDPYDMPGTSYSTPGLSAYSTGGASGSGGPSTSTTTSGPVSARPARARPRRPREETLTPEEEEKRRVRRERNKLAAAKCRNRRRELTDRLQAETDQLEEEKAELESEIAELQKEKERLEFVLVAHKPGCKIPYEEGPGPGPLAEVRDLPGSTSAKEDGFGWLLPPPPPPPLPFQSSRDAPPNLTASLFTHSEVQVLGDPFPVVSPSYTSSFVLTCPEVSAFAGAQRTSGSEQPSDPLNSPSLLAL
SR-BI DiI inh – inhibitors of mouse SR-BI mediated HDL lipid uptake | ldlA[mSR-BI] CHO cells, DiI-HDL uptake fluorescence, 3 h | inhibition, % at 12.5 µM | 0.96% of 320,000 active;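 active means mean replicate inhibition of at least 70% and a set share of replicates each scoring 70 or more; inconclusive means meets just one of the two criteria; inactive means fails both criteria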;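 further: 0% = median of neutral control wells and 100% = median of positive control wells; values of inactives mirror those of a sister screen read the other way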
Target sequence (Q61009 whole entry, looked up): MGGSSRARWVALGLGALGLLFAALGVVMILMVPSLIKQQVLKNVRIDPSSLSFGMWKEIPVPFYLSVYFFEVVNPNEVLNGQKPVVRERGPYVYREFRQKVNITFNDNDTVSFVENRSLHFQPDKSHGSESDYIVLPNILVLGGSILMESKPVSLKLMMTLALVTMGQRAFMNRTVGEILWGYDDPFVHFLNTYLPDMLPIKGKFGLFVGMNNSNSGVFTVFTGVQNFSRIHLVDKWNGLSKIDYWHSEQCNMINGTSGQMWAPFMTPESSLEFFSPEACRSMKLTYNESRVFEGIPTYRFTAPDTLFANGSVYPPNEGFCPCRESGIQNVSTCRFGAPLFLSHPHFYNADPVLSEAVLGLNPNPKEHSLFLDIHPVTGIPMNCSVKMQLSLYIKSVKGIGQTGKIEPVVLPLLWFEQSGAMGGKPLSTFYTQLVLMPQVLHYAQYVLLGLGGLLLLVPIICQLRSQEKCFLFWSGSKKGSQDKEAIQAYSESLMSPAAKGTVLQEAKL
CAL PDZ FP-1 – blocks peptide binding to the human CAL PDZ domain. inhibition, % at 24.9 µM. purified CAL PDZ, TMR-peptide fluorescence polarization, 1 h. 0.92% of 300,000 active. Q9HD26. AID 602252;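 active means mean inhibition of at least 30% with at least half of replicates also reaching 30%; inconclusive means no clear call, values can overlap the other calls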;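 further: 0% = DMSO neutral control and 100% = excess unlabeled competitor peptide PRC23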
CAL PDZ FP-2 – inhibitors of human CAL PDZ peptide binding; Q9HD26; purified CAL PDZ, TMR-peptide fluorescence polarization, 1 h; inhibition, % at 20 µM; 0.02% of 330,000 active; AID 504414;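 active means highest replicate inhibition of at least 40%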;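 further: plate controls were DMSO neutral control wells for no effect and unlabeled competitor peptide control wells for full effect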
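Test system: tagged CAL PDZ domain / Buffer or medium: sodium phosphate/NaCl buffer pH 7.4 with TCEP, IgG, Thesit / Reagent: TMR-labelled reporter peptide T*-PRC34 bound in PDZ groove / Compound dosing: single point, 20 µM / Schedule: 1 h incubation at room temperature before polarization reading / Technique: fluorescence polarization (mP) / Benchmarks: unlabelled peptide, DMSO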
Rtt109 HAT inh – C. albicans Rtt109 histone acetyltransferase inhibition; Q5AAJ8; purified Rtt109/Vps75, ThioGlo CoA-SH fluorescence, 4 h; inhibition, % at 34.9 µM; 0.16% of 330,000 active; AID 540336;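 active means inhibition of at least 50% in every replicate; inconclusive means best replicate reaches 50% inhibition but some replicates fall short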
Starred values were filed as active, the others as inactive; ? = inconclusive; / = not tested or not shown.

SMILES	PfHsp90 yeast 2	MITF act	PvdQ inh	SR-BI uptake up	NSD2 inh	dFosB activator	SR-BI DiI inh	CAL PDZ FP-1	CAL PDZ FP-2	Rtt109 HAT inh
Cc1cccn2c(=O)nc(SCC(=O)N3CCCCC3)nc12	/	-1.0	-1.8	0.6	1.3	0.8	-0.6	1.4	-2.4	1.6
CC(C)Cc1ccc(CN2CCCC(NC(=O)CCN3CCOCC3)C2)cc1 (stereo unspecified)	5.0	3.3	-12.5	15.8	-0.3	-3.6	-15.8	2.4	-0.9	6.4
CCOC(=O)Cn1c(C)[n+](CC(=O)c2ccccc2)c2ccccc21	10.6	-3.4	-2.3	17.3	5.6	-5.1	-17.3	-0.6	-0.3	54.7*
CCOc1ccc(Br)cc1S(=O)(=O)Nc1ccc(C(=O)OCC(=O)N(C)c2ccccc2)cc1	-26.8	0.5	-8.0	16.3	-6.7	1.9	-16.3	0.3	-1.2	-2.3
COC(=O)c1cccc(NC(=O)CCNC(=O)c2ccco2)c1	1.8	-6.2	4.8	-0.6	-1.8	-11.1	0.6	-3.0	-2.0	5.1
Cc1cccc(N2C(=O)/C(=C/c3cccnc3)SC2=S)c1	6.3	/	-3.3	5.5	-2.9	-1.7	-5.5	/	-0.1	-7.0
O=C1NC2c3ccccc3CC2O1 (stereo unspecified)	11.1	-10.5	-16.0	20.9	/	1.9	-20.9	-1.8	0.3	-2.3
COc1cc(C(=O)OCC(=O)c2ccc(S(=O)(=O)N3CCCCC3)cc2)cc(OC)c1OC	-8.7	0.8	-7.0	-25.2	0.0	-5.2	25.2	-1.3	0.0	-4.3
c1ccc2[nH]c(CN3CCCCCC3)nc2c1	11.1	4.3	-16.2	6.8	2.6	0.8	-6.8	-2.0	-0.2	-2.1
COc1cc(OC)cc(-c2c(C#Cc3ccsc3)c3cc(-c4ccc(OC)nc4)ccc3n2C)c1	2.1	-2.9	-3.9	-46.4	/	-2.9	46.4	-3.0	-0.8	4.8
COc1ccccc1C(=O)Nc1ccc(S(=O)(=O)Nc2cc(C)on2)cc1	6.1	-4.8	-9.4	9.1	-0.4	-5.1	-9.1	0.8	-0.8	1.4
CC(O)CN1C(=O)C(CC(=O)Nc2ccc(Cl)cc2)SC1=Nc1ccccc1 (stereo unspecified)	28.6	/	-5.1	-8.7	/	-14.7	8.7	0.9	-0.7	7.3
COCC(=O)Nc1ccccc1C(=O)NC(C)C	/	3.8	-6.5	54.3	-2.0	2.8	-54.3	/	-0.5	-5.5
O=S(=O)(c1ccc(F)cc1)N1CCN(CC(O)COCc2ccccc2)CC1 (stereo unspecified)	8.1	3.4	4.3	0.5	2.8	3.0	-0.5	-4.7	0.4	-10.6
CCOc1ccc(/C=C/C(=O)Nc2ccc(C(N)=O)cc2)cc1OC	-0.4	-19.8	-8.9	-30.6	-2.4	8.9	30.6	-3.5	-1.4	1.6
CCN(CC)C(=O)c1nc[nH]c1C(=O)O[C@@H](C)c1ccccc1	20.0	3.3	-2.3	11.3	/	1.4	-11.3	-1.4	0.6	-2.9
CCc1nnc(SCc2cn3c(C)cc(C)nc3n2)n1N	-15.0	-1.5	-10.4	6.3	-3.4	2.6	-6.3	-5.4	-2.6	-4.9
COc1ccc(S(=O)(=O)CCC(=O)NC2CCCCC2)cc1	-13.4	-0.4	-11.0	-0.8	-0.1	-4.8	0.8	2.7	-0.8	3.9
CCC(C)(C(=O)NC1CCCC1)N(C(C)=O)c1ccc(C)cc1 (stereo unspecified)	12.9	9.2	5.9	-3.4	-2.4	1.8	3.4	-0.7	-0.5	12.2
Cc1ccc2cc(CN(CC3CCCO3)C(=O)C(C)C)c(=O)[nH]c2c1 (stereo unspecified)	/	0.0	-3.0	18.6	-1.8	-2.4	-18.6	-1.9	-0.7	7.8
Cc1cc2oc(=O)cc(CN3CCCCC3)c2cc1O	-1.0	11.4	2.6	/	21.5	-7.6	/	-0.5	-0.8	-5.1
CC(NC(=O)C1CCC(CNS(=O)(=O)c2ccccc2)CC1)c1ccccc1 (stereo unspecified)	-4.4	/	-8.5	-18.5	13.7	1.9	18.5	-4.3	-1.5	-0.9
CC1(C)CC(=O)C2=C(C1)Nc1ccccc1NC2c1cc(Cl)ccc1O (stereo unspecified)	10.4	-0.4	-5.0	-13.9	2.5	-1.7	13.9	3.9	3.5	6.2
COc1cc(/C=C2/NC(=O)N(Cc3ccccc3F)C2=O)cc(OC)c1OC	6.4	-8.5	-0.2	-43.6	-3.3	-11.7	43.6	/	0.3	16.9
CCOC(=O)c1c(C)[nH]c(C)c1S(=O)(=O)NCCCc1ccco1	4.0	6.1	-5.6	-15.2	8.6	-11.1	15.2	-0.7	-2.1	3.6

Going on with the list.
SMILES	PfHsp90 yeast 2	MITF act	PvdQ inh	SR-BI uptake up	NSD2 inh	dFosB activator	SR-BI DiI inh	CAL PDZ FP-1	CAL PDZ FP-2	Rtt109 HAT inh
CCN1C(=O)/C(=C/N2CCc3ccccc3C2)SC1=S	-8.2	/	-9.0	-30.5	-0.8	2.3	30.4	-7.2	-1.5	-1.3
O=C1OCC2=C1C(c1ccc(F)cc1)Sc1ccccc1N2 (stereo unspecified)	-2.0	-9.0	7.6	-4.1	-0.5	-4.4	4.1	-2.0	-0.5	3.4
Fc1ccc(C2CCCN2Cc2nc(Cc3ccccc3)no2)cc1 (stereo unspecified)	-8.3	0.1	-13.0	/	-1.4	0.8	/	-0.1	1.0	-3.0
CCCn1cnc2scc(-c3ccc(OC)cc3)c2c1=O	1.5	5.8	-7.8	-22.5	-0.7	-9.4	22.5	/	-1.6	0.0
CC(C)CCNC(=S)Nc1ccc(F)cc1	-18.0	-9.6	-6.7	-6.6	11.7	-5.7	6.6	0.1	-1.9	-6.8
COc1ccc(C(=O)N2CCCC(Nc3ccc(F)cc3)C2)cc1F (stereo unspecified)	4.9	1.4	-2.5	2.3	8.8	0.0	-2.3	-5.0	-1.2	5.1
COC(=O)c1sc(SC)c(S(=O)(=O)C(C)C)c1N/N=C(\C#N)C(=O)c1ccccc1	-13.9	/	3.7	-2.7	2.9	-3.5	2.7	-6.1	0.9	8.5
COC(=O)n1ccc(C(=O)Nc2ccccc2F)n1	3.5	17.9	5.9	18.7	3.9	3.5	-18.7	-1.7	-1.8	-5.0
COc1ccc(N(CC(=O)NCCSCc2ccco2)S(=O)(=O)c2ccccc2)cc1Cl	-12.6	13.0	-9.9	-1.3	0.0	-9.1	1.3	-4.5	1.1	-1.4
Cc1ccc(C(=O)CSc2nnnn2-c2ccccc2)o1	-23.5	23.3	-2.8	-6.7	0.4	-7.6	6.7	/	-0.1	-2.3
Cc1ccc(C(=O)NC2CCCCCC2)cc1N1CCCC1=O	-5.7	21.1	-5.7	-47.2	1.4	-2.0	47.2	/	-0.3	6.1
CCCN(CCC)C(=O)/C=C/c1cccc([N+](=O)[O-])c1	-31.3	-13.2	-2.9	-14.2	-0.2	-3.2	14.2	4.8	-0.5	2.0
C/C=C/c1ccc(OCCOc2ccc(C=O)cc2OC)c(OC)c1	-4.4	1.0	-10.4	-10.2	0.5	-7.7	10.2	-0.7	-9.3	-3.8
O=C(NCc1ccc(F)cc1)C1CCN(S(=O)(=O)N2CCOCC2)CC1	-29.3	-1.4	5.4	16.9	0.6	0.1	-16.9	0.8	-0.2	/
COc1ccc(S(N)(=O)=O)cc1N(C)S(=O)(=O)c1ccccc1	6.9	-0.1	-11.8	19.9	-3.5	-2.4	-19.9	0.7	-2.4	-2.8
CCc1ccc(NC(=O)N2CCCCCC2)cc1	20.0	76.6	-12.1	14.7	-0.3	-1.2	-14.7	-4.8	-0.1	-0.9
O=C(C1=C[C@@H](C2CCCCC2)C[C@@H](OCCCCO)O1)N1CCN(Cc2ccccc2)CC1	8.2	-2.1	-9.4	-8.1	/	-9.6	8.1	-3.7	-0.6	12.9
O=C(/C=C/c1ccccc1)c1ccoc1	14.1	11.3	-1.9	16.0	3.5	2.6	-16.0	-0.8	/	-0.2
O=C(Nc1ccc(S(=O)(=O)Nc2ccccn2)cc1)c1cccc(Br)c1	-13.3	-3.3	-0.7	-9.8	-0.1	-6.0	9.8	7.4	-1.4	-2.8
CCOc1ccc(S(=O)(=O)N2CCC(C(=O)NCC(=O)Nc3cccc(Cl)c3C)CC2)cc1	5.6	-16.7	-10.7	-20.2	6.2	-11.0	20.2	/	-0.1	9.4
Cc1ccccc1N1C(=O)CC1(C#N)c1ccc(OCc2ccccc2)cc1 (stereo unspecified)	11.9	13.5	-12.8	8.2	0.0	2.9	-8.2	0.9	-0.5	-1.9
CCN1CCN(Cc2ccc(NC(=O)c3ccc(C)c(NC(=O)c4cccc(-c5cn[nH]c(=O)c5)c4)c3)cc2C(F)(F)F)CC1	-11.1	-20.8	-18.6	-66.1	/	?	66.1	-7.5	-6.2	24.2
CCCC(c1nnnn1CCOC)N1CCN(C(=O)c2ccco2)CC1 (stereo unspecified)	-19.0	-4.3	-10.4	6.6	-1.1	1.9	-6.6	-5.0	0.2	1.5
COc1ccc(S(=O)(=O)CC2(O)CCN(C(=O)C(C)(C)C)CC2)cc1	14.1	-3.5	-9.7	17.4	-3.4	-1.6	-17.4	3.0	-0.8	0.2

As entered above:
Under SR-BI DiI inh, `Cc1ccc(C(=O)CSc2nnnn2-c2ccccc2)o1` has the entry 6.7
Under PvdQ inh, `CCCN(CCC)C(=O)/C=C/c1cccc([N+](=O)[O-])c1` has the entry -2.9

Retrieved by compound from the entries so far, 5 records:
SMILES	PfHsp90 yeast 2	MITF act	PvdQ inh	SR-BI uptake up	NSD2 inh	dFosB activator	SR-BI DiI inh	CAL PDZ FP-1	CAL PDZ FP-2	Rtt109 HAT inh
CC1(C)CC(=O)C2=C(C1)Nc1ccccc1NC2c1cc(Cl)ccc1O (stereo unspecified)	10.4	-0.4	-5.0	-13.9	2.5	-1.7	13.9	3.9	3.5	6.2
CCC(C)(C(=O)NC1CCCC1)N(C(C)=O)c1ccc(C)cc1 (stereo unspecified)	12.9	9.2	5.9	-3.4	-2.4	1.8	3.4	-0.7	-0.5	12.2
CCCN(CCC)C(=O)/C=C/c1cccc([N+](=O)[O-])c1	-31.3	-13.2	-2.9	-14.2	-0.2	-3.2	14.2	4.8	-0.5	2.0
O=C(/C=C/c1ccccc1)c1ccoc1	14.1	11.3	-1.9	16.0	3.5	2.6	-16.0	-0.8	/	-0.2
CCOC(=O)c1c(C)[nH]c(C)c1S(=O)(=O)NCCCc1ccco1	4.0	6.1	-5.6	-15.2	8.6	-11.1	15.2	-0.7	-2.1	3.6
